# CYP2C19 act = increases human CYP2C19 enzyme activity; activation factor at 5 µM; recombinant CYP2C19, luciferin-H EGE luminescence; stronger effect = higher value; 0 = fully inhibited enzyme, 1 = untreated enzyme; 96,000 tested, under 10 active; AID 1025;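 active = activation factor of at least 2 at 5 µM in the primary screen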;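 note: 0 = wells with 2.5 mM tranylcypromine and 1 = vehicle-only wells; values of inactives mirror those of a sister screen read the other way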
# MT1-MMP txn act = MT1-MMP promoter transcription activation | HT1080 MT1-MMP promoter luciferase reporter, luminescence, overnight; stronger effect = higher value | activation factor at 10 µM | actives 0.16% (n = 86,000) | AID 750;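 active = activation factor of at least 2 for MT1-MMP transcription at 10 µM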
# PLAP act = human PLAP activation. P05187. purified PLAP enzyme, luminescent substrate read-out; stronger effect = higher value. activation fold at 20 µM. actives 1.2% (n = 96,000). AID 696; in the data active = activation fold above about 2
# Pyk2 oligo antag = antagonists of human Pyk2 oligomerization; Q293 cells, Pyk2 FERM NanoBiT luminescence; stronger effect = lower value; Q14289; z-score (the deposit names both 25 µM and 10 µM); actives 0.83% (n = 99,000);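 active = Z-score of -3 or lower, scaled per plate to the spread of control and sample wells; inactive = z-score above -3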;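 note: negative z-score means lost luminescence so less FERM oligomerization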
# Target sequence (Q14289 whole entry, looked up): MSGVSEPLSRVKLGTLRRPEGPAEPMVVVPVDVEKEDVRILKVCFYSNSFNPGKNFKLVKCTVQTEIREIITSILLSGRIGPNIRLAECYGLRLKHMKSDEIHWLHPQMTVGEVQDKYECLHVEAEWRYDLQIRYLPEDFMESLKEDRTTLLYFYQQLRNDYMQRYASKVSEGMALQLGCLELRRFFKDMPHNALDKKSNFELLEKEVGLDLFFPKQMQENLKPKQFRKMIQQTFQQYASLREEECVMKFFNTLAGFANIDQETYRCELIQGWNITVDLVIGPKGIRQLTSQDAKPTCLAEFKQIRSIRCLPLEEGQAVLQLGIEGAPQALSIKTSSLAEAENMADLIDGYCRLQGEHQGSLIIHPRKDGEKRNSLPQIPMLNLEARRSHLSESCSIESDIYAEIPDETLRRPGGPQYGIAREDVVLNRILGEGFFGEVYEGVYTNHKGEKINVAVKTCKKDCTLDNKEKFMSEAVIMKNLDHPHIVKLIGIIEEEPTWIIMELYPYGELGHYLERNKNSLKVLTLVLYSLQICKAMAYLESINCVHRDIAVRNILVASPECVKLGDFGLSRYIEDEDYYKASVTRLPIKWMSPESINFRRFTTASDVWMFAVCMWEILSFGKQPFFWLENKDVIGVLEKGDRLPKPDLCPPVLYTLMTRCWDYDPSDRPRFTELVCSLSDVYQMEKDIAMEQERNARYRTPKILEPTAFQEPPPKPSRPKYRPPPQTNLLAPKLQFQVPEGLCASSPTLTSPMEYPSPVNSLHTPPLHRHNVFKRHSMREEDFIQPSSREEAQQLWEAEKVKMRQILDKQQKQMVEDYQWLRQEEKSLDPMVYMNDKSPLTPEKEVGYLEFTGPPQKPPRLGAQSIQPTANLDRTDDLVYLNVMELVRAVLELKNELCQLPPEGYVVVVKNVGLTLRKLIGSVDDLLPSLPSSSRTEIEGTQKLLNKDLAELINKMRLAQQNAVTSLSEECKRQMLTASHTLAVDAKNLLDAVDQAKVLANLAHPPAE
# CD11b adhes inh = blocks human CD11b/CD18 adhesion to fibrinogen; AID 1497; K562 CD11b/CD18 adhesion to fibrinogen, ATPlite luminescence; Mn2+ added to activate the integrin; inhibition, % at 10 µM; actives 0.54% (n = 93,000);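 active = primary inhibition of 50% or more at 10 µM, then 40% or more on retest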; note: some results filed as inactive read as strong as hits
# Mac1 fbg enh = CD11b/CD18-fibrinogen binding enhancement; activation, % at 10 µM; AID 1499; K562 CD11b/CD18 adhesion to fibrinogen, ATPlite luminescence; P05107+P11215; actives 0.07% (n = 93,000);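 active = 10 µM primary screen giving 50% or more activity, confirmed by 40% or more on retest at that dose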; note: strong numbers were not always called active; reference of the scale not given here
# CYP2C9 inh = blocks human cytochrome P450 2C9 | CYP2C9 Supersomes, luciferin-H conversion, luminescence | AID 777 | actives 20% (n = 96,000) | P11712 | inhibition, % at 5 µM;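 active = blocking of liver enzyme CYP2C9 beyond about 50% at 5 µM, limit read from the data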; note: values of inactives mirror those of a sister screen read the other way
# CYP2C19 inhib = blocks human cytochrome P450 2C19. P33261. CYP2C19 Supersomes, luciferin-H EGE luminescence, 30 min. inhibition, % at 5 µM. actives 21% (n = 96,000). AID 778;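 active = CYP2C19 inhibition above a set limit at 5 µM in the primary screen, cut at about 50% in these data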;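 note: plate controls were negative control wells for no effect and 2.5 mM tranylcypromine positive control for full effect; values of inactives mirror those of a sister screen read the other way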
# CYP2C9 activ = activators of human CYP2C9 | P11712 | recombinant CYP2C9, luciferin-H conversion, luminescence; stronger effect = higher value; factor 1 = untreated enzyme, 0 = blocked | activation factor at 5 µM | actives 1.4% (n = 96,000);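 active = activation factor of 2 or more for CYP2C9 at a 5 µM dose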;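 note: 0 = sulfaphenazole-blocked wells and 1 = vehicle-only wells; values of inactives mirror those of a sister screen read the other way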
# Numbers without * were called inactive; nt = not tested or not shown.
SMILES,CYP2C19 act,MT1-MMP txn act,PLAP act,Pyk2 oligo antag,CD11b adhes inh,Mac1 fbg enh,CYP2C9 inh,CYP2C19 inhib,CYP2C9 activ
Cc1csc(-c2cnn(-c3ccccc3)c2NC(=O)c2cccc(F)c2)n1,0.9,1.3,1.3,0.84,-1.5,1.0,2.4,12.9,1
CCOC(=O)c1[nH]c2ccc(OC)cc2c1NC(=O)c1cccc(OC)c1,0.5,1.2,1.1,-1.34,nt,nt,37.3,52.3*,0.6
CCC(C(=O)NCCN1CCN(C)CC1)n1c(C)c2cnn(-c3ccccc3)c(=O)c2c1C (centres undefined),0.8,1,1.6,1.78,19.5,-7.8,19.1,20.2,0.8
O=C(c1cccc(COc2ccc(Cl)cc2Cl)c1)N1CCN(c2ccccn2)CC1,0.5,nt,1.1,-1.41,82.3,-8.2,69.9*,53.8*,0.3
COc1nc(OC)nc(N2CCC(C(=O)NCc3cccs3)CC2)n1,0.8,1.2,0.9,0.14,-7.6,-2.2,-44.6,23.7,1.4
CCOc1cc(-c2ccc(N)c(OCC)c2)ccc1N,0,1.6,1,0.62,8.5,-3.3,91.1*,98.1*,0.1
CCN(CC)c1ccc(NC(=O)c2cnc3ccccn3c2=O)c(C)c1,0.9,1.3,1.1,-0.69,-5.1,-1.1,-23.8,9.0,1.2
Cc1ccc(Oc2ncccc2/C=N/O)cc1,1,nt,0.9,-0.11,4.7,-0.4,-3.8,2.1,1
COc1ccc(/C=N\NC(=O)c2sc(N)nc2C)cc1OC,1,nt,0.9,2.33,nt,nt,5.4,1.8,0.9
Cc1ccc(S(=O)(=O)NCCCC(=O)C=[N+]=[N-])cc1,0.7,1.3,1.1,0.75,13.8,-1.6,7.1,30.3,0.9

# Some of these compounds in order of molar mass, ascending.
SMILES,CYP2C19 act,MT1-MMP txn act,PLAP act,Pyk2 oligo antag,CD11b adhes inh,Mac1 fbg enh,CYP2C9 inh,CYP2C19 inhib,CYP2C9 activ
CCN(CC)c1ccc(NC(=O)c2cnc3ccccn3c2=O)c(C)c1,0.9,1.3,1.1,-0.69,-5.1,-1.1,-23.8,9.0,1.2
CCOC(=O)c1[nH]c2ccc(OC)cc2c1NC(=O)c1cccc(OC)c1,0.5,1.2,1.1,-1.34,nt,nt,37.3,52.3*,0.6
O=C(c1cccc(COc2ccc(Cl)cc2Cl)c1)N1CCN(c2ccccn2)CC1,0.5,nt,1.1,-1.41,82.3,-8.2,69.9*,53.8*,0.3

# Next compounds follow:
SMILES,CYP2C19 act,MT1-MMP txn act,PLAP act,Pyk2 oligo antag,CD11b adhes inh,Mac1 fbg enh,CYP2C9 inh,CYP2C19 inhib,CYP2C9 activ
COc1ccc(C(=O)NCC(=O)OCC(=O)Nc2cc(OC)ccc2OC)cc1,0.3,nt,1.1,-0.12,15.7,-2.3,49.3,70.6*,0.5
CCOC(=O)C1=C(C)C(c2ccccc2OC)NC(=O)N1 (centres undefined),1,nt,1.1,-0.47,2.2,-1.8,-2.7,3.5,1
C=CCNC(=O)c1ccccc1NC(=O)Nc1ccccc1,0.5,1.1,0.8,-1.08,-8.9,-1.4,33.9,49.5,0.7
O=c1[nH][nH]c(-c2ccccc2)c1C=Nc1ccccc1,0.5,nt,0.9,-0.33,-17.7,0.8,18.7,46.0,0.8
CC(=O)c1c(C)[nH]c(C(=O)COC(=O)CN(C)S(=O)(=O)c2ccc(Cl)cc2)c1C,0.8,1.2,1.6,0.13,-4.7,-5.3,21.7,24.9,0.8
CCCc1nc(SCC(=O)NNC(=O)C2CCCCC2)c2ccccc2n1,1,nt,1.7,0.71,nt,nt,12.2,2.0,0.9
CC(=O)NC(N1CCCCC1)C(F)(F)C(F)(F)C(F)(F)C(F)F (centres undefined),0,1.1,1,0.65,-3.2,-2.7,65.0*,98.8*,0.3
OC(COc1ccc2ccccc2c1)CN1CCCC1 (centres undefined),1,1.2,0.7,0.79,-19.6,-2.4,5.1,-3.2,0.9
CCOc1cccc(N2C(=O)CC(N3CCC(C(N)=O)(N4CCCCC4)CC3)C2=O)c1 (centres undefined),1.1,1.2,1.1,0.88,-13.7,-7.9,-16.9,-13.8,1.2
COc1ccc(S(=O)(=O)NCc2ccccn2)cc1Cl,0.1,1.1,1.9,-0.01,-15.3,5.8,-218.3,92.1*,3.2*
COC(=O)c1ccccc1COn1c(=O)c(C)[n+]([O-])c2ccccc21,0.7,1.1,0.7,0.31,-7.8,-2.5,-9.4,26.8,1.1
O=C(Nc1nc(-c2ccc3c(c2)OCO3)cs1)C1COc2ccccc2O1 (centres undefined),0.6,1.1,1,nt,35.3,-5.9,79.7*,38.9,0.2
C/C(=N/NC(=O)c1cc(C2CC2)[nH]n1)c1cccs1,0.7,nt,1.5,-0.03,20.8,-3.6,4.5,25.2,1
CC1(C)N=C(c2cccs2)C(C)(C)N1O,0.9,1.1,1,-0.29,6.7,-4.1,8.0,5.9,0.9
NC(=O)c1cccc(S(=O)(=O)N2CC(c3ccccc3)CC2=O)c1 (centres undefined),0.4,1.1,1.2,nt,-9.5,-5.6,-116.5,55.9*,2.2*
Cc1nc(N2CCN(C(=O)CCC(=O)O)CC2)c2c(C)c(C)sc2n1,1.1,1.2,1.4,0.42,0.9,-2.8,-2.9,-6.7,1
CCCCCCn1cnc2c(c1=O)c1nc3ccccc3nc1n2Cc1cccs1,1,1.1,1,-0.48,-3.5,-1.2,5.8,0.9,0.9
O=C1Cc2ccccc2C(=O)N1CCc1ccccc1,0.5,nt,1.6,nt,3.9,-2.2,1.8,51.8*,1
O=C(O)C1C2C=CC3(CN(Cc4ccco4)C(=O)C13)O2 (centres undefined),1.2,1.1,1,nt,-6.3,2.0,-17.1,-22.0,1.2
COc1ccc2cc3cc(C(=O)Nc4cc(OC)c(OC)c(OC)c4)oc3nc2c1,0.9,0.9,0.9,-1.73,7.5,8.7,-12.1,14.0,1.1
CCCCCCC/C(C)=N/NC(=O)CC(=O)NCCc1ccccc1,0.8,nt,0.9,0.34,nt,nt,64.9*,22.7,0.4
COc1cc(/C=N/NC(=O)CCn2c3ccccc3c3ccccc32)ccc1O,0.4,nt,1.1,-1.47,47.9,-4.7,65.2*,60.4*,0.3
CCOc1c2ccc(C(=O)NCC34CC5CC(CC(C5)C3)C4)cc2nn1CC,0.9,nt,1.3,nt,nt,nt,25.4,7.1,0.7
O=C(O)c1cccc(S(=O)(=O)N2CCSCC2)c1,1.2,1.1,0.8,0.06,12.2,-3.4,-21.1,-18.2,1.2
O=C(Nc1c(-c2ccccc2)nc2c(Br)cc(Br)cn12)c1ccco1,0.9,1,0.9,-1.96,-11.7,-7.5,15.6,5.9,0.8
O=C(c1cccc(S(=O)(=O)N2CCCC2)c1)c1nnc(-c2ccncc2)o1,0.2,1,1.5,0.23,-5.4,2.8,90.4*,78.2*,0.1
CC(=O)Nc1nc(C)c(Oc2ccc(Cl)cc2Cl)c(=O)[nH]1,1,1,0.9,0.86,12.3,-2.7,-65.2,0.5,1.7
CCCc1cc(=O)[nH]c(SCC(=O)NCCCC(=O)OCC)n1,0.9,1.2,0.9,0.88,-9.6,-4.7,-0.8,8.5,1
CCOC(=O)CN(C(=O)CSc1nnc(-c2ccncc2)n1CCCN(C)C)c1ccccc1,1.1,1.1,1,0.86,-44.2,1.2,-7.0,-5.4,1.1
CCCOc1ccc(N2C(=O)CC(N(CCc3ccc(OC)cc3)C(=O)c3cccc(F)c3)C2=O)cc1 (centres undefined),0.4,nt,1.5,-0.79,-7.6,-3.4,58.5*,61.8*,0.4
O=C(CCC(=O)OCC(=O)c1ccc(Cl)cc1Cl)Nc1cccc2cccnc12,0.9,nt,0.9,1.43,-7.6,-3.3,-6.3,14.4,1.1
CCCCCCc1cc2cc(-c3nnc(-c4ccccc4)o3)c(=O)oc2cc1O,0.7,1.1,1.5,-3.06*,94.0*,-3.4,90.8*,27.4,0.1
Cc1noc(C)c1COc1ccc(C(=O)OC(C)C(=O)Nc2ccc(N3CCOCC3)cc2)cc1 (centres undefined),0.9,0.9,1,0.92,-16.1,-2.3,18.7,8.8,0.8
CCOCCCNS(=O)(=O)c1ccc(-n2cnnn2)c(OC)c1,0.1,1.2,0.9,0.44,0.8,-5.4,-34.0,88.6*,1.3
Cc1sc2nc(SCC(=O)NCCOCCO)n(C)c(=O)c2c1C,0.8,1.1,1.5,0.42,-5.6,-2.0,16.7,15.2,0.8
CCCC(=O)Nc1nc(-c2ccc(OC)cc2)cs1,0.4,nt,0.9,0.68,-4.3,-4.0,95.8*,64.4*,0
CCOC(=O)c1cnc(SCC(=O)c2ccc3c(c2)OCCO3)nc1N,0.8,1.1,0.8,0.67,1.3,-0.4,52.3*,17.2,0.5
Cc1ccc(S(=O)(=O)Cc2ccc(C(=O)N3CCN(c4ccc(F)cc4)CC3)o2)cc1,0.6,1.1,1.5,nt,19.8,-5.9,73.5*,37.4,0.3
Oc1ccc(Br)cc1CNn1cnnc1,1,1.1,1,0.3,nt,nt,0.5,0.6,1
CCOc1nc(Nc2ccc(OC)c(Cl)c2)nc(OCC)n1,0.9,nt,1,-1.6,-18.5,0.6,7.8,5.2,0.9

# An excerpt of these results, with values ahead of the structure.
CYP2C19 act	MT1-MMP txn act	PLAP act	Pyk2 oligo antag	CD11b adhes inh	Mac1 fbg enh	CYP2C9 inh	CYP2C19 inhib	CYP2C9 activ	molecule
0.9	nt	0.9	1.43	-7.6	-3.3	-6.3	14.4	1.1	O=C(CCC(=O)OCC(=O)c1ccc(Cl)cc1Cl)Nc1cccc2cccnc12
0.7	1.1	1.5	-3.06*	94.0*	-3.4	90.8*	27.4	0.1	CCCCCCc1cc2cc(-c3nnc(-c4ccccc4)o3)c(=O)oc2cc1O
0.9	0.9	1	0.92	-16.1	-2.3	18.7	8.8	0.8	Cc1noc(C)c1COc1ccc(C(=O)OC(C)C(=O)Nc2ccc(N3CCOCC3)cc2)cc1 (centres undefined)
0.1	1.2	0.9	0.44	0.8	-5.4	-34.0	88.6*	1.3	CCOCCCNS(=O)(=O)c1ccc(-n2cnnn2)c(OC)c1
0.8	1.1	1.5	0.42	-5.6	-2.0	16.7	15.2	0.8	Cc1sc2nc(SCC(=O)NCCOCCO)n(C)c(=O)c2c1C
0.4	nt	0.9	0.68	-4.3	-4.0	95.8*	64.4*	0	CCCC(=O)Nc1nc(-c2ccc(OC)cc2)cs1
0.8	1.1	0.8	0.67	1.3	-0.4	52.3*	17.2	0.5	CCOC(=O)c1cnc(SCC(=O)c2ccc3c(c2)OCCO3)nc1N
0.6	1.1	1.5	nt	19.8	-5.9	73.5*	37.4	0.3	Cc1ccc(S(=O)(=O)Cc2ccc(C(=O)N3CCN(c4ccc(F)cc4)CC3)o2)cc1
1	1.1	1	0.3	nt	nt	0.5	0.6	1	Oc1ccc(Br)cc1CNn1cnnc1
0.9	nt	1	-1.6	-18.5	0.6	7.8	5.2	0.9	CCOc1nc(Nc2ccc(OC)c(Cl)c2)nc(OCC)n1

# Remaining list, next part
SMILES,CYP2C19 act,MT1-MMP txn act,PLAP act,Pyk2 oligo antag,CD11b adhes inh,Mac1 fbg enh,CYP2C9 inh,CYP2C19 inhib,CYP2C9 activ
CC(C)COc1cc(=O)[nH]c(SCC(C)C)n1,1,1.1,1,-0.43,-2.4,3.2,11.1,-1.3,0.9
CC(C)n1nnnc1SCC(=O)Nc1ccccc1N1CCOCC1,0.4,nt,1.2,1.52,-5.5,1.2,37.5,55.7*,0.6
COC(=O)NCc1cccc(CNC(=O)OC)c1,1,1,0.9,1.01,-13.7,-4.6,3.0,4.7,1
CC(=O)Nc1ccc(S(=O)(=O)NC2(C(F)(F)F)N=C(c3ccccc3)NC2=O)cc1 (centres undefined),1.1,nt,1.1,1.56,1.5,5.5,2.9,-8.6,1
CCc1ccc(NCc2nc3ccccc3c(=O)[nH]2)cc1,0.5,nt,1.1,-1.44,0.8,-1.2,19.3,48.5,0.8
CC(=O)c1ccc(N2CCCC2)c(F)c1,0.9,1.2,0.7,nt,-28.3,-2.5,-0.8,14.9,1

# High-throughput results (PubChem BioAssay)
